ARFGAP1 inh – inhibitors of rat ARFGAP1. Arfgap1-stimulated ARF1 GTP hydrolysis, GDP FP detection. Q62848. inhibition, % at 16.5 µM. hit rate 0.26% among 360,000;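 active = inhibition above a per-plate limit, mean inhibition of low control wells plus 3 SD, cut at about 25% in these data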;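 note: 0% = DMSO wells with enzyme and 100% = wells lacking Arfgap1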
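Material – truncated rat Arfgap1 GAP domain · Buffer or medium – HEPES-based buffer, pH 7.5 · Reagent – human ARF1(Δ1-17)-GTP substrate · Dosing – 16.5 µM single point, 1.26% DMSO · Schedule – GTP hydrolysis reaction 2 h at 25 °C · Technique – GDP detection by fluorescence polarization · Benchmarks – No-Arfgap1 wells (100%) versus DMSO full-reaction wells (0%) · Repeats – single replicate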
ASAP1 GAP inh – blocks human ASAP1-stimulated Arf1 GTP hydrolysis; GDP FP detection; inhibition, % at 16.5 µM; hit rate 0.19% among 360,000; in the data active = inhibition above about 25%;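 note: 0% = vehicle with enzyme and substrate and 100% = no enzyme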
NR1D1 modulator – modulators of human Rev-erb alpha DNA binding. P20393. Rev-erbα–FITC-DNA binding, fluorescence polarization, 90 min. activity, % at 10 µM. hit rate 0.79% among 370,000;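 active = activity above about 14%, limit read from the data; passing the limit was not always enough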;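 note: 0% = DMSO wells with 35 nM protein and 100% = DMSO wells with 750 nM protein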
proKLK7 act – activators of human kallikrein-7 zymogen. P49862. activation, % at 7 µM. hit rate 0.9% among 370,000. purified proKLK7, EDANS-DABCYL substrate fluorescence; 100% is mature enzyme control, 0% vehicle;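 active = activation above the mean of all tested compounds plus 3 SD, computed per campaign excluding outliers beyond control limits, cut at about 13% in these data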
PLCb3 inh – PLC-beta3 (human) inhibition, primary screen. inhibition, % at 12.2 µM. Purified PLC-beta3, fluorogenic substrate, fluorescence. hit rate 0.18% among 370,000. Q01970; in the data active = inhibition above about 11%;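 note: 0% = median of compound wells on plate and 100% = full blocker control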
Tn6 DDE FP – DD(E)-Tn6 binding inhibition, primary FP screen; P02675; AID 720509; inhibition, % at 8.3 µM; hit rate 0.21% among 370,000; Fibrin DD(E) TRITC-Tn6 fluorescence polarization displacement;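 active = inhibition above a per-campaign cutoff: mean of compounds within control limits plus 3 SD, cut at about 15% in these data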;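 note: 0% = median of all compound wells on the plate and 100% = blocking peptide control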
Target sequence (P02675 whole entry, looked up): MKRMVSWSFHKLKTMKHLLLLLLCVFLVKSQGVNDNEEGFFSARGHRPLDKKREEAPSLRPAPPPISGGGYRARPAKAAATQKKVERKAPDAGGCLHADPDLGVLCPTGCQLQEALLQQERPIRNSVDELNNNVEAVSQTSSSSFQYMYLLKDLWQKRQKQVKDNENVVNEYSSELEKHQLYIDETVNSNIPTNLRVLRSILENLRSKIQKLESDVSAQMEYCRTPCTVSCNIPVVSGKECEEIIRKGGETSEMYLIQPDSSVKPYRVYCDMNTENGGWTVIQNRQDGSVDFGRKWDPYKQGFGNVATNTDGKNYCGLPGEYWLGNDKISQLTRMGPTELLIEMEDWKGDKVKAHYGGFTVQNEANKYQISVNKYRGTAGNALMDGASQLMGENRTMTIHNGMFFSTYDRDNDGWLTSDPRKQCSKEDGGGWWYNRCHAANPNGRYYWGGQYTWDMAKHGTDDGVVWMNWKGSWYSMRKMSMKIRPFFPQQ
DDE Tn7 FP inh – disrupts Tn7 cyclic peptide binding to fibrin D-Dimer-E complex | FP displacement of FITC-Tn7 peptide from fibrin DD(E); 0% = median of compound wells per plate | hit rate 0.13% among 370,000 | inhibition, % at 8.3 µM | P02675;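 active = inhibition above the mean of compounds falling within the control limits plus 3 SD of them, cut at about 14% in these data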;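 note: 0% = plate median of compound wells and 100% = 10 µM Aha-Tn7 peptide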
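Test system – human fibrin DD(E) · Times – 10 min preincubation, 3 h with tracer, room temperature · Detection – fluorescence polarization of the labelled Tn7 tracer · Measure – percent inhibition normalized to high-control wells · Benchmarks – high control wells with 10 µM unlabelled Aha-Tn7 peptide (full inhibition) · Repeats – singlicate testing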
UHRF1 binding – blocks human UHRF1 binding to methylated DNA | UHRF1 binding to methylated oligo, TR-FRET | AID 687016 | hit rate 0.75% among 370,000 | inhibition, % at 4.4 µM | Q96T88; in the data active = inhibition above about 21%;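 note: UHRF1 SRA domain binding a hemimethylated CpG hairpin DNA probe; 0% = median of test compound wells and 100% = reference inhibitor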
sPLA2-III inh – Inhibits HGIII-sPLA2 liposome hydrolysis, primary screen; AID 743126; QFRET BODIPY PC-A2 liposome hydrolysis, fluorescence; hit rate 0.56% among 370,000; inhibition, % at 12.2 µM; Q9NZ20;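 active = inhibition above mean plus 3 SD of compounds lying within the high and low control bounds, cut at about 19% in these data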;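 note: 0% = median of test compound wells and 100% = no enzyme DMSO wells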
Target sequence (Q9NZ20 whole entry, looked up): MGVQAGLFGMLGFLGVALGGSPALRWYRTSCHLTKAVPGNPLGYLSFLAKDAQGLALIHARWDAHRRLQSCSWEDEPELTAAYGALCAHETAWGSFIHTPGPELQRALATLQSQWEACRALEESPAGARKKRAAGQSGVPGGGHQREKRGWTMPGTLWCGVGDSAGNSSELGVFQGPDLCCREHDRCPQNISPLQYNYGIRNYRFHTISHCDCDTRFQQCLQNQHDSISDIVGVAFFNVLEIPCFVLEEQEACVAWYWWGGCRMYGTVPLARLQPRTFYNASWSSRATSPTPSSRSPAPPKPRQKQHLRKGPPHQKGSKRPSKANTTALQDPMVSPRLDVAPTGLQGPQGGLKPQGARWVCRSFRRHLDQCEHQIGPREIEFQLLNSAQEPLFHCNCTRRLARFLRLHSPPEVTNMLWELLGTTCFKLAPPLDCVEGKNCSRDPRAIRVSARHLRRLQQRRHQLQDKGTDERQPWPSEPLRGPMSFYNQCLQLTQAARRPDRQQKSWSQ
PLC-gamma1 inh – blocks human PLC-gamma1 enzyme activity; inhibition, % at 12.2 µM; P19174; hit rate 0.84% among 370,000; purified PLC-gamma1, fluorogenic substrate, fluorescence; in the data active = inhibition above about 9.5%
* marks the source's active call; other numbers are inactive results.

O=C(/C=C/c1ccccc1)c1ccc2c3c(cccc13)CC2 was read as ARFGAP1 inh 11, ASAP1 GAP inh 4, NR1D1 modulator -4, proKLK7 act -0.1, PLCb3 inh -9, Tn6 DDE FP 0, DDE Tn7 FP inh -3, UHRF1 binding -1, sPLA2-III inh -3 and PLC-gamma1 inh -5.
Screening CCOCc1nc(C)c(Cl)c(NS(=O)(=O)c2ccc(N)cc2)n1 returned ARFGAP1 inh 2, ASAP1 GAP inh -5, NR1D1 modulator 0, proKLK7 act -0.7, PLCb3 inh 2, Tn6 DDE FP 2, DDE Tn7 FP inh 6, UHRF1 binding 4, sPLA2-III inh 8 and PLC-gamma1 inh 0.
C[C@@H](NC(=O)C[C@H]1CC[C@H]2[C@@H](COc3ccc(NC(=O)Nc4ccccc4)cc3C(=O)N2C)O1)c1ccccc1 was read as NR1D1 modulator 26*, proKLK7 act 0.0, PLCb3 inh 3, Tn6 DDE FP 3, DDE Tn7 FP inh 0, UHRF1 binding 10, sPLA2-III inh -19 and PLC-gamma1 inh 12*.
For CC(C)c1cc(NCC2CCCO2)n2c(nc3ccccc32)c1C#N (stereo unspecified) the results were ARFGAP1 inh -5, ASAP1 GAP inh 11, NR1D1 modulator -2, proKLK7 act 21*, PLCb3 inh inactive, Tn6 DDE FP 6, DDE Tn7 FP inh 4, UHRF1 binding -2, sPLA2-III inh 5 and PLC-gamma1 inh inactive.
For O=C(CCCOc1ccccc1)Nc1cc(S(=O)(=O)N2CCOCC2)ccc1N1CCOCC1 the results were ARFGAP1 inh 6, ASAP1 GAP inh 5, NR1D1 modulator 0, proKLK7 act 0.3, PLCb3 inh 0, Tn6 DDE FP 7, DDE Tn7 FP inh -2, UHRF1 binding 1, sPLA2-III inh 2 and PLC-gamma1 inh -2.
Screening CCOC(Cn1cc(C)c(=O)[nH]c1=O)OCC returned ARFGAP1 inh -2, ASAP1 GAP inh -4, NR1D1 modulator -4, proKLK7 act 0.3, PLCb3 inh -6, Tn6 DDE FP 2, DDE Tn7 FP inh 1, UHRF1 binding 5, sPLA2-III inh 8 and PLC-gamma1 inh -1.
Screening CCCCCNC(=O)C(c1cccc2ccccc12)n1c(=O)c(-c2cc3ccccc3[nH]2)nc2ccccc21 (stereo unspecified) returned ARFGAP1 inh 10, ASAP1 GAP inh 11, NR1D1 modulator 3, proKLK7 act -3.3, PLCb3 inh -153, Tn6 DDE FP -3, DDE Tn7 FP inh -4, UHRF1 binding 0, sPLA2-III inh 1 and PLC-gamma1 inh -110.
For O=C(NC(Cc1c[nH]c2ccccc12)C(=O)O)c1ccco1 (stereo unspecified) the results were ARFGAP1 inh 6, ASAP1 GAP inh -3, NR1D1 modulator -4, proKLK7 act -0.1, PLCb3 inh -5, Tn6 DDE FP -14, DDE Tn7 FP inh -3, UHRF1 binding 8, sPLA2-III inh 7 and PLC-gamma1 inh 3.
`COc1ccc(S(=O)(=O)NCC2CCCN(Cc3ccc(OC)cc3F)C2)cc1` (stereo unspecified) gave ARFGAP1 inh 9, ASAP1 GAP inh 3, NR1D1 modulator 2, proKLK7 act -0.2, PLCb3 inh -2, Tn6 DDE FP -9, DDE Tn7 FP inh -4, UHRF1 binding 0, sPLA2-III inh -28 and PLC-gamma1 inh 2.
OC[C@@H]1CN(Cc2cccs2)C[C@H](n2cnc3c(NC4CCC4)ncnc32)O1 was read as ARFGAP1 inh -2, ASAP1 GAP inh 1, NR1D1 modulator 0, proKLK7 act 0.8, PLCb3 inh 0, Tn6 DDE FP 0, DDE Tn7 FP inh 4, UHRF1 binding 3, sPLA2-III inh 7 and PLC-gamma1 inh 5.
Screening CC(CNC(=O)Cn1cnc2c(OCc3ccccc3)ncnc21)c1ccccc1 (stereo unspecified) returned ARFGAP1 inh 2, ASAP1 GAP inh 5, NR1D1 modulator -10, proKLK7 act 0.0, PLCb3 inh -1, Tn6 DDE FP -5, DDE Tn7 FP inh -2, UHRF1 binding -2, sPLA2-III inh -1 and PLC-gamma1 inh 2.
Screening CCC(C)Nc1nc(SC(C(C)=O)C(C)=O)nc(N(C)C)n1 (stereo unspecified) returned ARFGAP1 inh 2, ASAP1 GAP inh 8, NR1D1 modulator 4, proKLK7 act 0.8, PLCb3 inh -2, Tn6 DDE FP -2, DDE Tn7 FP inh 1, UHRF1 binding 20, sPLA2-III inh 5 and PLC-gamma1 inh 1.
`CCCCOc1ccc(OCCNC(=O)C2CCCN2C(=O)Nc2ccccc2)cc1` (stereo unspecified) gave ARFGAP1 inh 12, ASAP1 GAP inh 6, NR1D1 modulator -2, proKLK7 act 0.4, PLCb3 inh 1, Tn6 DDE FP -1, DDE Tn7 FP inh -8, UHRF1 binding 3, sPLA2-III inh 4 and PLC-gamma1 inh 0.
`CC1(C)Cc2c(cnn2-c2ccc(F)cc2)C(NC(=O)CCn2cncn2)C1` (stereo unspecified) gave ARFGAP1 inh 3, ASAP1 GAP inh -8, NR1D1 modulator 8, proKLK7 act -0.1, PLCb3 inh -1, Tn6 DDE FP 5, DDE Tn7 FP inh -9, UHRF1 binding 1, sPLA2-III inh 3 and PLC-gamma1 inh 2.
For CSc1ncccc1C(=O)OCC(=O)NCCC1=CCCCC1 the results were ARFGAP1 inh 5, ASAP1 GAP inh 3, NR1D1 modulator 3, proKLK7 act -0.3, PLCb3 inh -8, Tn6 DDE FP -2, DDE Tn7 FP inh 6, UHRF1 binding -6, sPLA2-III inh 7 and PLC-gamma1 inh -1.
`CC(C)C(=O)c1cn(CC(=O)NCc2ccco2)c2ccccc12` gave ARFGAP1 inh 7, ASAP1 GAP inh 2, NR1D1 modulator -3, proKLK7 act 0.5, PLCb3 inh 1, Tn6 DDE FP 11, DDE Tn7 FP inh -5, UHRF1 binding -1, sPLA2-III inh -1 and PLC-gamma1 inh 2.
CC(=O)c1ccc(OC2(C)CCN(Cc3csc4ccccc34)C2)cc1 (stereo unspecified) was read as ARFGAP1 inh 6, ASAP1 GAP inh 3, NR1D1 modulator 3, proKLK7 act -0.3, PLCb3 inh -1, Tn6 DDE FP -1, DDE Tn7 FP inh 0, UHRF1 binding -1, sPLA2-III inh -3 and PLC-gamma1 inh 0.
`COc1ccc(CN2CCSCC2)c(C)c1C` gave ARFGAP1 inh -11, ASAP1 GAP inh 13, NR1D1 modulator -2, proKLK7 act 0.5, PLCb3 inh -7, Tn6 DDE FP 2, DDE Tn7 FP inh -1, UHRF1 binding 2, sPLA2-III inh 10 and PLC-gamma1 inh -3.
For CCOC(=O)C1(C(=O)OCC)NC(=O)CC1CC (stereo unspecified) the results were ARFGAP1 inh -2, ASAP1 GAP inh -8, NR1D1 modulator -1, proKLK7 act 0.1, PLCb3 inh 4, Tn6 DDE FP -4, DDE Tn7 FP inh 0, UHRF1 binding 0, sPLA2-III inh -4 and PLC-gamma1 inh -3.
For O=C1Nc2ccccc2C1=Nc1ccc(Br)cc1 the results were ARFGAP1 inh -1, ASAP1 GAP inh 6, NR1D1 modulator -6, proKLK7 act 0.0, PLCb3 inh -4, Tn6 DDE FP -1, DDE Tn7 FP inh -5, UHRF1 binding -4, sPLA2-III inh -1 and PLC-gamma1 inh 2.
`Cc1ccc([C@@H]2[C@@H]3C(=O)N(c4ccccc4)C(=O)[C@@H]3[C@]3(C)C(=O)N(CC4CC4)CC(=O)N23)o1` gave ARFGAP1 inh -7, ASAP1 GAP inh 13, NR1D1 modulator -1, proKLK7 act 0.0, PLCb3 inh -3, Tn6 DDE FP -1, DDE Tn7 FP inh -14, UHRF1 binding 1, sPLA2-III inh 4 and PLC-gamma1 inh -1.
For COc1ccc(CCC(=O)NNC(=S)NCc2ccc(F)cc2)cc1 the results were ARFGAP1 inh 1, ASAP1 GAP inh -1, NR1D1 modulator 4, proKLK7 act 0.6, PLCb3 inh -3, Tn6 DDE FP 1, DDE Tn7 FP inh 2, UHRF1 binding -3, sPLA2-III inh 10 and PLC-gamma1 inh 0.
`CN(C)CCCCCCN(C)C` gave ARFGAP1 inh 6, ASAP1 GAP inh -7, NR1D1 modulator 4, proKLK7 act 0.2, PLCb3 inh -1, Tn6 DDE FP -1, DDE Tn7 FP inh 3, UHRF1 binding -2, sPLA2-III inh 4 and PLC-gamma1 inh -1.
`CCCSc1nnc(Cn2c(=O)sc3ccccc32)n1-c1ccccc1` gave ARFGAP1 inh -1, ASAP1 GAP inh 10, NR1D1 modulator -1, proKLK7 act 0.8, PLCb3 inh 4, Tn6 DDE FP 5, DDE Tn7 FP inh -4, UHRF1 binding 6, sPLA2-III inh -4 and PLC-gamma1 inh 4.

Among those listed so far, these have fluorine:
`COc1ccc(S(=O)(=O)NCC2CCCN(Cc3ccc(OC)cc3F)C2)cc1` (stereo unspecified) gave ARFGAP1 inh 9, ASAP1 GAP inh 3, NR1D1 modulator 2, proKLK7 act -0.2, PLCb3 inh -2, Tn6 DDE FP -9, DDE Tn7 FP inh -4, UHRF1 binding 0, sPLA2-III inh -28 and PLC-gamma1 inh 2.
`CC1(C)Cc2c(cnn2-c2ccc(F)cc2)C(NC(=O)CCn2cncn2)C1` (stereo unspecified) gave ARFGAP1 inh 3, ASAP1 GAP inh -8, NR1D1 modulator 8, proKLK7 act -0.1, PLCb3 inh -1, Tn6 DDE FP 5, DDE Tn7 FP inh -9, UHRF1 binding 1, sPLA2-III inh 3 and PLC-gamma1 inh 2.
For COc1ccc(CCC(=O)NNC(=S)NCc2ccc(F)cc2)cc1 the results were ARFGAP1 inh 1, ASAP1 GAP inh -1, NR1D1 modulator 4, proKLK7 act 0.6, PLCb3 inh -3, Tn6 DDE FP 1, DDE Tn7 FP inh 2, UHRF1 binding -3, sPLA2-III inh 10 and PLC-gamma1 inh 0.

Carrying on:
For Cc1ccc(OCC(=O)N2CCCCCCC2)cc1C the results were ARFGAP1 inh -1, ASAP1 GAP inh 19, NR1D1 modulator -3, proKLK7 act 0.4, PLCb3 inh -2, Tn6 DDE FP -5, DDE Tn7 FP inh -1, UHRF1 binding -2, sPLA2-III inh -4 and PLC-gamma1 inh 1.
Screening Nn1c(SCC(=O)Nc2cccc3ccccc23)nnc1-c1n[nH]c2c1CCC2 returned NR1D1 modulator -5, proKLK7 act 0.6, PLCb3 inh 4, Tn6 DDE FP -3, DDE Tn7 FP inh -1, UHRF1 binding -2, sPLA2-III inh -6 and PLC-gamma1 inh 0.
For CC(C)c1ccccc1NC(=O)[C@@H]1CCCN1S(=O)(=O)c1cccc2cccnc12 the results were NR1D1 modulator 3, PLCb3 inh 2, Tn6 DDE FP -5, DDE Tn7 FP inh -6, UHRF1 binding 13, sPLA2-III inh 3 and PLC-gamma1 inh 3.
For COc1ccc(C(=O)NC(C)c2ccc(-n3ccnc3)cc2)c(OC)c1OC (stereo unspecified) the results were ARFGAP1 inh 2, ASAP1 GAP inh 14, NR1D1 modulator -4, proKLK7 act 0.0, PLCb3 inh -8, Tn6 DDE FP 3, DDE Tn7 FP inh -5, UHRF1 binding 0, sPLA2-III inh 4 and PLC-gamma1 inh 4.
